Compound activity deposited in PubChem by National Center for Advancing Translational Sciences (NCATS).
TCR act – activates T cell receptor signaling | primary human leukocytes, anti-CD3, IL-2 HTRF, 48 h | Potency, µM (doses to about 9.22 µM), for the others: at the highest dose activation of IL-2 secretion, actives largely listed as activators | 330,000 tested, under 10 active; further: % of control where 0% means no effect
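1) Mix primary human leukocytes, a-CD3 beads and compound. 2) Incubate 48 hr. 3) Add HTRF IL-2 reagents (a-IL-2-K, a-IL-2-d2).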
GALK inh – inhibitors of human galactokinase; P51570; Purified GALK, Kinase-Glo residual ATP luminescence; Potency, µM (top dose mostly 57.5 µM), for the others: at the top dose activity change, negative = inhibition, hits mostly inhibitors; actives 0.007% (n = 270,000); AID 1868; further: potency means the concentration at half of the fitted maximal effect; on the % scale 0 is the no-effect control and ±100 the full control effect
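ATP-depletion format; final 35 uM ATP, 100 uM D-galactose, 5 nM enzyme; pH 8.0 HEPES/Mg2+ buffer; 60 min RT; luminescence read 10 min after detection reagent.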
MLL CXXC-DNA inh – inhibitors of human MLL CXXC domain-DNA interaction. Q03164. MLL-CXXC / FITC-HOXA9 DNA fluorescence polarization. Potency, µM (highest dose often 115 µM), inactives show at the highest dose activity change, negative = inhibition, most hits filed as inhibitors. actives 0.037% (n = 290,000); active means well fitted inhibition curve with a large enough effect in the polarisation, with a control signal flat, not every such curve was filed as active; inconclusive means small, poorly fitted or top-dose-only effect, or effect the other way, or a change in a side signal; inactive means no such curve, though single readings can be large or run the other way; the % refers to the polarisation; further: potency means the concentration at half of the fitted maximal effect
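Fluorescence polarization: 7 uM MLL-CXXC (stock) preincubated 5 min with compounds, then 50 nM fluorescein-HOX-A9 DNA (stock) added; 30 min ambient. Buffer 50 mM Tris-HCl pH 7.5, 50 mM NaCl, 1 mM DTT, 0.05% BSA.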
hERG WT inh – KCNH2 (human, wildtype) channel inhibition; actives 0.37% (n = 340,000); U2OS, BacMam KCNH2, thallium flux FluxOr; active compounds read low; activity change, % at 1.84 µM; Q12809; AID 720551;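 active means maximum activity change below -70%; inconclusive means maximum activity change between -70% and -50%; inactive means maximum activity change above -50%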; further: on the % scale 0 is the no-effect control and ±100 the full control effect
Target sequence (Q12809 whole entry, looked up): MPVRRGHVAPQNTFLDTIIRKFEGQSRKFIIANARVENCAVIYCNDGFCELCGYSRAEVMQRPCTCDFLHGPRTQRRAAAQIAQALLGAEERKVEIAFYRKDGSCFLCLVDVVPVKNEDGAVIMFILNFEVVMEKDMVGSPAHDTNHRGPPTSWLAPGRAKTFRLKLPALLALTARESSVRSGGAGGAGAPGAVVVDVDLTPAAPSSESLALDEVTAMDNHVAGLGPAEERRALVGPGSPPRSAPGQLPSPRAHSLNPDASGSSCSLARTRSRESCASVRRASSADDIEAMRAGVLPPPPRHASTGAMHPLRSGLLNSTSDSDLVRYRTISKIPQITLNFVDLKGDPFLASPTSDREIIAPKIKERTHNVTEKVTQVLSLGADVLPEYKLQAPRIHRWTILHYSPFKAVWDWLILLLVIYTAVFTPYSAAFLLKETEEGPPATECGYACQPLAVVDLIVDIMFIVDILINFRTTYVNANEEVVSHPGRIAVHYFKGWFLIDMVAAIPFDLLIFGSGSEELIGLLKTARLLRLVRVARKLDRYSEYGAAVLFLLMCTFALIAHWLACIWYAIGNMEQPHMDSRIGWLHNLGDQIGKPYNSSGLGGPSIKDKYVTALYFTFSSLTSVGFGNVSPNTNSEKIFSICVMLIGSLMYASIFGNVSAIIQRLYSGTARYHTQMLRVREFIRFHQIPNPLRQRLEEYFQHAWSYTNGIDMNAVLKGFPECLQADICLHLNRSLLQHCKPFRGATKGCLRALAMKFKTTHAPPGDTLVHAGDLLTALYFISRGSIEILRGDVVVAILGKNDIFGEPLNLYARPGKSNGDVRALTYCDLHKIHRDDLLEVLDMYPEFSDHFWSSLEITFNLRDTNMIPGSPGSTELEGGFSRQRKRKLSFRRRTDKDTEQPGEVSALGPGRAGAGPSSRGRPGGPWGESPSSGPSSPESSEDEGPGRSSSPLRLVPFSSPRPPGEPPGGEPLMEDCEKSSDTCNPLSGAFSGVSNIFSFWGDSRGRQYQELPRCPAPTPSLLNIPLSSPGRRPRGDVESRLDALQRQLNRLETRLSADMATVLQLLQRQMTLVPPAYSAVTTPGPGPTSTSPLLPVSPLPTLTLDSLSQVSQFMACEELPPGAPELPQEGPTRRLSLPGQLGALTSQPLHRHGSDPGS
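U2OS cells were transduced with wild-type KCNH2 virus (2.03 x 10^8 / mL) for 4 h at room temperature, then cultured overnight at 37 C. Thallium flux was read with FluxOr dye. Rate constants were normalized to DMSO controls.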
A-T KAP1 phos – candidate therapy for ataxia-telangiectasia; […] A-T fibroblasts, KAP-1 phosphorylation AlphaLISA; neocarzinostatin DNA damage 30 min before lysis; Potency, µM (series often up to 57.5 µM), inactives show at the top dose activation, actives largely listed as activators; actives 0.19% (n = 320,000); AID 485349; further: potency means the concentration at half of the fitted maximal effect; % of control where 0% means no effect; nearly all actives have a fitted effect of over 45% in size
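hTERT-immortalized A-T patient fibroblasts ([…]), 500 cells/well in OPTI-MEM, 1% FBS, got compounds for 60 min, then NCS for 30 min at 37C. Lysates were then assayed for phospho-KAP-1 by AlphaLISA (anti-pKAP1 donor, anti-KAP1 acceptor beads), 6 hr at 25C.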
Chronic BCR inh – inhibitors of chronic active B-cell receptor signaling; ABC-DLBCL IkBa-CBG/CBR reporter, luminescence ratio, 4 h; Potency, µM (top dose mostly 46.1 µM), for the others: top-dose ratio change, negative = lower green/red ratio, actives largely listed as inhibitors; actives 0.05% (n = 340,000); AID 493014; active means well fitted inhibition curve with a large enough effect in the signal ratio, with a control signal flat, not every such curve was filed as active; inconclusive means small, poorly fitted or top-dose-only effect, or effect the other way, or a change in a side signal; the % refers to the signal ratio;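 further: potency means the concentration at half of the fitted maximal effect; plate controls were basal doxycycline-induced cells for no effect and cells given 10 µM MG132 for full effect; MG132 reads +100%, hits lower the ratio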
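Concentration-response series (up to 46 uM) were applied to TMD8 dual-reporter cells for 4 h at 37C with doxycycline. Green/red ratio, after filter-overlap correction, defined %Activity; red signal alone was normalised to basal cells and zero luminescence.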
Giardia kill – Giardia lamblia killing. activity change, % at 7.66 µM, hits read low. Giardia lamblia trophozoite viability. AID 540267. actives 0.15% (n = 340,000); in the data active means activity change below about -80%; inconclusive means between about -30% and that limit;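 further: parasites exposed to compound for two days anaerobically before the ATP read; on the % scale 0 is the no-effect control and ±100 the full control effect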
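Media and compound were dispensed first, then trophozoites at 100 cells/well; plates sat 48 hrs at 37 deg C without oxygen before ATP luminescence reagent was added and read after 15-30 min at room temperature.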
Coupling enz – inhibits coupling enzyme system, counter-screen for aldolase hits; actives 0.67% (n = 290,000); activity change, negative = inhibition, % at 58.2 µM, hits read low; coupling enzyme system counterscreen, AmpLite Red fluorescence; in the data active means activity change below about -30%; further: on the % scale 0 is the no-effect control and ±100 the full control effect
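Final compound at 57.5 uM, incubated 10 min at RT with coupling enzyme reagent (glyceraldehyde-3-phosphate), then 20 min with substrate and AmpLite Red detection. Fluorescence read at 525/598 nm; tests interference with the coupling assay, not aldolase inhibition.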
TSHR antag – blocks TSH signaling through the human TSH receptor. actives 0.2% (n = 330,000). P16473. activity change, negative = inhibition, % at 11.5 µM. TSHR-expressing cells, TSH-stimulated cAMP HTRF, 2 h; active compounds read low. AID 504810;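 active means activity change below a set negative limit, meaning inhibition stronger than a set level, cut at about -70% in these data; inconclusive means activity change between two set negative limits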; further: on the % scale 0 is the no-effect control and ±100 the full control effect
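Cell-based HTRF cAMP assay; TSHR cells + compound, TSH EC80 (4nM final), 2 h, 37 deg C. Lysis with anti-cAMP cryptate and cAMP-d2, 30 min RT, read 665/620 nm.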
Tb PFK inh – inhibitors of T. brucei phosphofructokinase; O15648; T. brucei PFK, ADP-Glo luminescence; Potency, µM (highest dose often 57.5 µM), for the others: at the top dose activity, negative = inhibition, actives largely listed as inhibitors; actives 0.17% (n = 330,000); AID 485367;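 further: potency means the concentration at half of the fitted maximal effect; 0% = uninhibited 1x PFK enzyme wells and -100% = no-enzyme wells; nearly all actives have a fitted effect of over 60% in size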
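ADP-Glo luminescence quantified ADP after 45 min at room temperature, with 1.25 nM T. brucei PFK, 0.1 mM ATP and 0.5 mM fructose-6-phosphate in pH 8.0 TEA buffer. qHTS titrations up to 57 µM; curves classified by quality.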
Active calls of the source: *; ? = inconclusive; . = not tested or not shown; [ ] = remark or other dose. Unless noted, the call rests on the fitted dose curve; in most records, active means well fitted curve in the direction sought with a large enough effect; inconclusive means small, poorly fitted or top-dose-only effect, or another doubt; inactive means no such curve, though single readings can be large; an effect the other way counts as inactive or inconclusive. Rows were taken by chance; any-hit rate near 1.6%.

SMILES	TCR act	GALK inh	MLL CXXC-DNA inh	hERG WT inh	A-T KAP1 phos	Chronic BCR inh	Giardia kill	Coupling enz	TSHR antag	Tb PFK inh
CCOc1cccc(OCCOc2ccccc2[N+](=O)[O-])c1	0%	-2%	-1%	3	17%	?	0	-2	25	-1%
CC(NC(=O)CSc1nnc(-c2cc3cc(Cl)ccc3o2)n1C)c1ccccc1 (stereo not drawn)	0%[46.1 µM]	-2%	-6%	7	-2%	1%	-3	0	-8	3%
O=C(CSc1nc(=O)n2ccccc2n1)OCc1ccccc1	4%	.	.	-5	-1%	13%	-16	.	0	-2%
Nn1cc(-c2ccccc2)nc1SCC(=O)N1CCN(S(=O)(=O)c2ccc3ccccc3c2)CC1	4%	0%	27%	30	-4%	?	-6	-1	-8	4%
CCC(Sc1nc2c(cnn2-c2ccc(Cl)cc2)c(=O)[nH]1)C(=O)OC (stereo not drawn)	-3%[46.1 µM]	-2%	6%	-3	7%	3%	16	4	3	5%
CCCCn1c(SCC(=O)Nc2cc(C(F)(F)F)ccc2Cl)nnc1C(CC)N(C)C (stereo not drawn)	3%[46.1 µM]	1%	-15%	-25	2%	?	-13	-4	-2	-7%
CC(C(=O)N1CCc2ccccc21)N1CCN(c2cccc(C(F)(F)F)c2)CC1 (stereo not drawn)	-8%	-1%	3%	6	1%	-1%	-4	-1	-3	9%
COc1ccc(C2C(C(C)=O)=C(O)C(=O)N2CCN(C)C)cc1OC (stereo not drawn)	.	-2%	0%	.	1%	2%	.	0	-7	-2%
CC(C)C(=O)N1CCN(c2ccccc2NC(=O)c2ccc([N+](=O)[O-])o2)CC1	2%	-2%	79%[activator]	-1	-1%	0%	-89*	4	-13	5%
COc1ccc(NS(=O)(=O)c2ccc(F)c(F)c2F)cc1S(=O)(=O)N1CCOCC1	-6%	.	.	-2	-6%	-1%	-7	.	-8	6%
Cc1cc2nc(-c3ccccc3)cc(=O)n2[nH]1	0%	7%	-5%	2	4%	?	-12	-2	-2	1%
O=C(NNC(=O)c1ccc(S(=O)(=O)N2CCCCC2)cc1)c1ccccc1	2%	-2%	1%	-7	-4%	-2%	7	1	-8	-1%

Retrieved one by one from the entries so far, five records:
SMILES	TCR act	GALK inh	MLL CXXC-DNA inh	hERG WT inh	A-T KAP1 phos	Chronic BCR inh	Giardia kill	Coupling enz	TSHR antag	Tb PFK inh
O=C(CSc1nc(=O)n2ccccc2n1)OCc1ccccc1	4%	.	.	-5	-1%	13%	-16	.	0	-2%
Cc1cc2nc(-c3ccccc3)cc(=O)n2[nH]1	0%	7%	-5%	2	4%	?	-12	-2	-2	1%
CCOc1cccc(OCCOc2ccccc2[N+](=O)[O-])c1	0%	-2%	-1%	3	17%	?	0	-2	25	-1%
CC(C(=O)N1CCc2ccccc21)N1CCN(c2cccc(C(F)(F)F)c2)CC1 (stereo not drawn)	-8%	-1%	3%	6	1%	-1%	-4	-1	-3	9%
CCC(Sc1nc2c(cnn2-c2ccc(Cl)cc2)c(=O)[nH]1)C(=O)OC (stereo not drawn)	-3%[46.1 µM]	-2%	6%	-3	7%	3%	16	4	3	5%

New compounds follow:
SMILES	TCR act	GALK inh	MLL CXXC-DNA inh	hERG WT inh	A-T KAP1 phos	Chronic BCR inh	Giardia kill	Coupling enz	TSHR antag	Tb PFK inh
CCn1ncc(Br)c1C(=O)Nc1ccn(C23CC4CC(CC(C4)C2)C3)n1	1%[46.1 µM]	0%	8%	27	9%	?	2	0	-25	0%
CCOC(=O)C(C)/C(C)=N/NC(=O)CCC(=O)Nc1cc(C)ccc1C (stereo not drawn)	1%	-2%	-20%	-5	1%	0%	-19	-1	-3	5%
CC(C)c1cc(O)c(-c2ccccc2)c(=O)n1-c1ccc(Cl)cc1	-14%	0%	-8%	-7	11%	?	-3	4	30	3%
COc1ccc(NC(=O)c2nc(C)c(C3(C)CC(c4ccccc4)=NO3)s2)cc1 (stereo not drawn)	-13%	-2%	-3%	8	27%	?	-29	-1	-12	3%
CCCCN(Cc1cc2ccccc2[nH]c1=O)S(=O)(=O)c1ccc(C)cc1	-5%	.	.	6	-7%	?	1	-2	43	2%
Cc1cc(NC(=O)CCCN2C(=O)c3cccc4cccc(c34)C2=O)no1	1%	0%	3%	-5	4%	0%	-1	2	3	12%
CC(C)(C)C(=O)Nc1ccc(-c2cn3cccnc3n2)cc1	-6%	-1%	9%	-25	6%	?	-20	-1	-1	-5%
Cc1ccc2c(c1)C(=O)C(=O)N2Cc1ccc(F)cc1	3%	.	.	-2	4%	-1%	-16	.	-5	0%
Cc1cc(C)c(S(=O)(=O)N2CCCC2=O)c(C)c1	-2%	4%	-3%	-1	0%	3%	12	-5	7	1%
Cn1c(SCC(=O)NC(C)(C)C)nnc1-c1ccc(C(C)(C)C)cc1	-1%	1%	-6%	0	1%	0%	-17	6	15	3%
Cc1nc2sc(C(c3cccc(F)c3)N3CCCC(C)C3)c(O)n2n1 (stereo not drawn)	1%	1%	-16%	-5	3%	2%	-2	0	4	6%
COc1ccc(C(=O)NCCn2cc(SCC(=O)NCc3ccco3)c3ccccc32)cc1	-20%	-1%	-1%	-2	5%	?	10	1	-8	0%
Cc1cc2c(c(=O)n1Cc1ccccc1)C1O[C@](CCCCN3C(=O)c4ccccc4C3=O)(Cc3cc(C#N)ccc31)O2	.	.	-1%[23 µM]	.	-4%[11.5 µM]	28%[9.22 µM]	.	-2	.	2%[11.5 µM]
CCN1C(=O)NC(c2ccc(Cl)cc2)C2=C1CCCC2=O (stereo not drawn)	3%	-1%	7%	-1	-5%	?	-21	-2	-5	0%
CN1CCN(CC(=O)Nc2ccc(Oc3ccccc3)cc2)CC1	-2%	1%	-4%	27	-2%	-1%	9	3	4	1%
CN1CCN(C(=O)c2cccc(NS(=O)(=O)c3ccc(Br)cc3)c2)CC1	-2%	.	.	-1	5%	0%	8	.	0	-11%
NC(=O)N/N=C/c1ccc(-c2cccc(C(F)(F)F)c2)o1	5%	0%	-3%	12	-2%	?	3	1	6	-3%
CCOc1ccc2[nH]c(=O)c(CN(CCO)C(=O)CC)cc2c1	-32%	0%	-2%	2	0%	?	-2	3	8	2%
CCC(C(=O)OC)n1cnc2c(cnn2-c2ccc(Cl)cc2)c1=O (stereo not drawn)	3%	0%	6%	-4	-1%	1%	-5	4	-11	-2%
COc1ccc(OC)c(C(=O)NC(CC(N)=O)c2ccc(N3CCCCCC3)c([N+](=O)[O-])c2)c1 (stereo not drawn)	-4%	.	-6%	3	-2%	-12%	11	1	-4	0%
O=C(NCC(c1ccc(F)cc1)N1CCOCC1)c1cccnc1Sc1ccc(Cl)cc1 (stereo not drawn)	2%	.	.	2	-1%	-9%	20	.	-6	-1%
Cc1c(Cl)c([N+](=O)[O-])nn1CC(=O)Nc1ccc2c(c1)OCO2	5%[46.1 µM]	0%	-4%	18	-3%	-3%	9	-2	7	?
COc1ccc(OC)c(NC(=O)Nc2cc(C(=O)O)ccc2C)c1	4%	-2%	3%	13	-2%	14%	8	-8	21	10%
Cc1cc(C)cc(N(CCC#N)C(=O)COC(=O)C2CCN(c3ccc(C(F)(F)F)cn3)CC2)c1	-12%	.	.	?	-1%	11%	9	.	-5	-8%
Cc1[nH]nc2c1C(c1ccccc1F)NC2=O (stereo not drawn)	-4%	2%	-7%	-2	6%	0%	-6	1	3	-8%
COc1ccccc1CCC(=O)NNC(=O)c1ccncc1	3%	.	.	1	1%	?	-6	.	21	-11%
CCc1nccn1S(=O)(=O)c1cc(OC)ccc1OC	4%	-5%	21%	-5	-8%	5%	10	3	19	1%
CS(=O)(=O)NCCSCc1c(F)cccc1Cl	1%	0%	3%	14	-10%	-5%	5	0	-19	-10%
O=[N+]([O-])c1ccc(N2CCCC2)cc1N1CCCC1	.	0%	3%	2	-6%	1%	-19	-2	17	3%
Cc1c(OCC(=O)NCc2cccnc2)ccc2c3c(c(=O)oc12)CCC3	1%	5%	?	-6	2%	9%	-10	.	22	-1%
O=C(CSc1nc2ccccc2c(=O)[nH]1)N1CCOCC1	5%	0%	2%	-3	9%	0%	7	-2	-10	0%
COc1cc(NC(=O)c2ccccc2Cl)c(OC)cc1NC(=O)CN1CCOCC1	1%	4%	4%	-6	10%	-1%	4	-1	10	-1%
